esBAF inh: SWI/SNF esBAF complex inhibition; mouse ES cells, Bmi1-luciferase knock-in reporter, 24 h; 100% = twice the neutral-well signal; actives 2% (n = 350,000); reporter increase, % at 12.5 µM; in the data active means activation above about 40%; inconclusive means no clear call, values can overlap the other calls;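 further: 0% = median of the plate's neutral control wells and 100% = double that signal; a rise in the Bmi1 reporter signal indicates esBAF inhibition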
ERp5 block: ERp5 (human) disulfide isomerase inhibition. ERp5 insulin aggregation, absorbance 650 nm, 90 min. inhibition, % at 9.99 µM. actives 0.05% (n = 350,000);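 active means mean replicate inhibition above about 25%, with every replicate also reaching it, limit read from the data, passing the limit was not always enough; inconclusive means only one of those two criteria met; inactive means neither criterion met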
Target sequence (Q15084 whole entry, looked up): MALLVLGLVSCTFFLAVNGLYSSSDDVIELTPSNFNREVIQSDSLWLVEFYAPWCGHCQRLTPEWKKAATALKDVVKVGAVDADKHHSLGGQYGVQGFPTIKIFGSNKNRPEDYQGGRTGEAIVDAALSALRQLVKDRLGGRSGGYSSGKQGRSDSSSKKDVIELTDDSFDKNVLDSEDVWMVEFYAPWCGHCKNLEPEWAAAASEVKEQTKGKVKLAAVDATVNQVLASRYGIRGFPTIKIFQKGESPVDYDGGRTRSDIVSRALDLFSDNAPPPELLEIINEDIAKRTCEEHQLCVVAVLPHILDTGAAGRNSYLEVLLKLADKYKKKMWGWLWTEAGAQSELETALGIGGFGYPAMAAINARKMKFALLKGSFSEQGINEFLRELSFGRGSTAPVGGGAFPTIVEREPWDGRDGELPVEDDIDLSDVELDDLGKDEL
Cneo AK release: Cryptococcus neoformans lysis via adenylate kinase release. C. neoformans lysis, adenylate kinase release luminescence, 4 h; normalised: neutral wells 0, clomiphene wells 100. lysis activity, % at 15 µM. actives 0.2% (n = 360,000);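 active means mean lysis activity across replicates of at least 80%, whatever share of replicates individually reach that level; inactive means mean lysis activity below 80%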
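Material – Cryptococcus neoformans yeast cells · Quantity – 5 × 10^6 yeast cells/mL · Buffer or medium – YPD medium · Compound – single dose · Timing – 4 h static compound exposure, 37 °C, read 1 h post-reagent · Signal – adenylate kinase release luminescence · Read-out basis – lysis from increased AK signal · Benchmarks – Clomiphene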
Statin myotox sup: protects C2C12 myotubes from simvastatin toxicity | ATP luminescence, 48 h; scaled: DMSO 0, geranylgeraniol control 100 | rescue of ATP level, % at 7.49 µM | actives 0.78% (n = 330,000);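 active means mean ATP rescue above about 67%, or every replicate alone reaching that limit, limit read from the data, passing the limit was not always enough; inconclusive means no clear call, values can overlap the other calls; inactive means mean under the limit and some replicate under it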;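 further: myotubes were challenged with 10 µM simvastatin during compound exposure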
miR-122 sensor: blocks miR-122 activity in Huh7 sensor cells; Huh7 miR-122 Renilla luciferase sensor, 48 h; neutral wells = 0, positive control = 100; activation (reporter increase), % at 12.5 µM; actives 0.3% (n = 340,000); AID 602342;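 active means mean replicate activation score at least 90 and every replicate individually at or above 90; inconclusive means only one of the two criteria met; inactive means neither criterion met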;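 further: higher luciferase means less miR-122 activity so hits act as miR-122 inhibitors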
ARNT-TACC3 inh: disruptors of human ARNT/TACC3 interaction | Q9Y6A5 | inhibition, % at 9.99 µM | AlphaScreen His-ARNT PAS-B/GST-TACC3 binding, luminescence; TACC3 fragment carries E629A point mutation | actives 0.66% (n = 390,000) | AID 623870;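 active means mean inhibition of replicates at least 50% and at least half of replicates each reaching 50%; inconclusive means half or more replicates reach 50% but mean below 50%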;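 further: 0% = complete ARNT plus TACC3 wells and 100% = ARNT alone without TACC3; many hits fall short of the cut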
SIRT5 block: sirtuin-5 (human) deacylase inhibition; AID 652115; Q9NXA8; inhibition, % at 15 µM; Purified SirT5, succinyl-peptide AMC, trypsin-coupled fluorescence; actives 1.1% (n = 330,000); in the data active means inhibition above about 15%; inconclusive means no clear call, values can overlap the other calls
Target sequence (Q9NXA8 whole entry, looked up): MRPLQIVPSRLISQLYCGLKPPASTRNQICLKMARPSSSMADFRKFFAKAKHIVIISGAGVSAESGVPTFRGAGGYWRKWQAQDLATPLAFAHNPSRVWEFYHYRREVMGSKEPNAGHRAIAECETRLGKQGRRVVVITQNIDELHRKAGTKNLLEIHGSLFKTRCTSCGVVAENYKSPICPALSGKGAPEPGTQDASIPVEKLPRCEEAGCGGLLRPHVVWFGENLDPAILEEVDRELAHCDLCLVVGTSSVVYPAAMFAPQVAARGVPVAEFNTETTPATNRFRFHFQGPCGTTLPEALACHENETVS
* hit, by the source's call; ? = inconclusive; . = not tested or not shown; [ ] = dose if it differs, or a comment. Compounds were not picked by outcome; about 4% have a hit in one of these screens.

SMILES	esBAF inh	ERp5 block	Cneo AK release	Statin myotox sup	miR-122 sensor	ARNT-TACC3 inh	SIRT5 block
CC(C)NC(=O)NC(=O)CSc1nncs1	.	10	.	.	.	-5	-3
COc1ccc(NC(=S)NC2CC3CCCC(C2)N3C2CC2)cc1 (stereo unspecified)	.	6	.	.	.	-2	-2
O=C(O)C[C@H]1C[C@@H]2c3cc(NC(=O)c4cccnc4)ccc3O[C@@H]2[C@H](CO)O1	-3	-5	-16	7	-1[16.7 µM]	7	-3
C[C@@H]1CN([C@@H](C)CO)C(=O)c2cc(NC(=O)C3CCCCC3)ccc2O[C@@H](C)CCCCO[C@@H]1CN(C)C(=O)c1ccccc1	-1	1	48	-50	2[16.7 µM]	4	8
CC(=O)Nc1ccc(S(=O)(=O)Nc2ccc(N3CCOCC3)cc2)cc1	-4	.	1	3	0	-10	.
COc1ccc(C(CNC(=O)C(C)(C)Oc2ccc(Cl)cc2)N2CCOCC2)cc1 (stereo unspecified)	2	-1	-2	-7	1	2	-2
COCC(=O)Nc1ccc([N+](=O)[O-])cc1OC	.	-1	.	.	.	-19	0
COc1ccc(NC(=O)Nc2ccc3c(c2)[C@H]2C[C@H](CC(=O)NCc4ccncc4)O[C@@H](CO)[C@H]2O3)cc1	4	4	-7	0	-1[16.7 µM]	6	-2
Cc1ccc(NC(=O)C2C3CCCC2C3c2ccccc2)cc1 (stereo unspecified)	.	.	-1	.	-3	-1	.
CCC(C)c1ccccc1NC(=O)COc1ccc(-c2nnco2)cc1 (stereo unspecified)	4	-4	-1	-3	7	-9	-3
COc1ccc(CC2(CO)CCN(Cc3cnc(-c4ccccc4C)nc3)CC2)cc1	11	3	-2	10	1	2	-5
C[C@H](CO)N1C[C@H](C)[C@@H](CN(C)C(=O)Cc2ccccc2)Oc2cc(C#Cc3ccccc3F)ccc2S1(=O)=O	1	0	0	-35	16[16.7 µM]	11	13
N#CCc1cc2ccc3cccc4ccc(c1)c2c34	.	0	.	.	.	3	-6
CCN(CC)Cc1c(O)ccc2occ(C(=O)c3ccccc3)c12	29	1	-2	5	-2	8	.
CC(=N\NC(=O)c1ccccc1)/C(=N/O)C(=O)Nc1ccccc1	-5	2	2	21	-1	6	-1
C=CCSc1nc2sc3c(c2c(=O)n1CC)CCC3	-4	-2	2	43	2	13	-1
COc1ccccc1-c1nc(C#N)c(N2CCN(C(c3ccccc3)c3ccccc3)CC2)o1	0	.	-1	-3	-2	5	.
O=C(c1cccc(Oc2c(Cl)cccc2[N+](=O)[O-])c1)N1CCOCC1	6	1	4	2	-4	0	-2
CSc1nc(C)cc(SC(C(C)=O)C(=O)Nc2ccccc2)n1 (stereo unspecified)	4	.	3	-1	-2	.	.
[O-][n+]1ccc(C2CC2)cc1	4	.	-1	6	7	-4	.
C[C@@H]1CN([C@H](C)CO)C(=O)c2cc(N(C)C)ccc2O[C@@H](C)CCCCO[C@@H]1CN(C)Cc1ccc(C(=O)O)cc1	8	-6	-1	6	-2[16.7 µM]	-3	4
CCc1noc(C)c1C(=O)N(CC)c1nc2c(C)cccc2s1	1	-2	2	10	.	-7	-3
CCCC[C@@H]1C=C(C(=O)O)[C@H](c2ccc(C)cc2)N1S(=O)(=O)c1ccc(C)cc1	-1	2	0	9	-2	-2	-6
CCCCNc1nnc(Cc2ccc(Cl)cc2)c(=O)[nH]1	-10	0	3	-8	-5	4	-5
C[C@@H]1CN([C@H](C)CO)S(=O)(=O)c2ccc(C#C[C@@H](C)O)cc2O[C@H]1CN(C)C(=O)C1CCC1	5	3	-2	-4	-1[16.7 µM]	24	0

The list goes on.
SMILES	esBAF inh	ERp5 block	Cneo AK release	Statin myotox sup	miR-122 sensor	ARNT-TACC3 inh	SIRT5 block
COc1ccc(NC(=O)CSc2nc(SC)ns2)c(OC)c1	?	3	1	1	-6	-2	-1
CC1CCN(S(=O)(=O)c2ccc(C(=O)NNC(=O)C3CC3)cc2)CC1	.	-2	.	.	.	-12	-2
CC(O)C(NS(=O)(=O)c1ccc(Cl)cc1)C(=O)OCC(=O)c1ccc2c(c1)NC(=O)CO2 (stereo unspecified)	-3	3	1	-3	-5	3	-7
CCCCc1ccc(NC(=O)Nc2cnccn2)cc1	.	6	-1	.	.	-4	-2
O=C(Nc1ncc(Cc2cccc(C(F)(F)F)c2)s1)C1CCCO1 (stereo unspecified)	31	-7	-1	10	-1	-1	0
O=C(COC(=O)/C=C/c1ccc(OC(F)F)cc1)NC(=O)NCc1ccccc1	-1	2	-3	0	-1	-3	-3
COCC(=O)N1[C@H](C#N)[C@H](c2ccc(C#Cc3ccccc3F)cc2)[C@H]1CO	-58	5	83*	-3	.	-21	2
CN(CCOc1ccccc1)C(=O)c1cc(S(=O)(=O)N2CCOCC2)c(Cl)cc1Cl	3	-1	4	7	-3	.	-6
Cc1nc2ccccc2c2c1C(=O)N(Cc1cccnc1)C2=O	-6	.	-1	.	-1	-7	.
COc1ccccc1CNC(=O)COC(=O)c1cccs1	5	-1	1	-2	-7	3	-1
CCCC(c1nnnn1Cc1ccc(OC)cc1)N1CCN(c2ccccc2OC)CC1 (stereo unspecified)	11	.	1	27	2	0	.
COc1ccc(NC(=O)Cc2nc3ccccc3[nH]2)cc1	5	.	2	-75	11	-7	.
COC1OC(CO)C(N=C(C)C)C1O (stereo unspecified)	-1	-1	-1	5	-3	-2	4
CCCc1cc(C(=O)Nc2ccc(C(C)=O)cc2)no1	6	4	-9	4	.	-5	1
O=c1cc(-c2ccccc2)cc(-c2ccccc2)n1CCCO	-4	-1	0	13	.	3	3
Cc1cccc(N2C(=O)N3[C@@H]4c5ccccc5OC[C@@H]4[C@@H](c4ccccc4)[C@]3(C)C2=O)c1	0	.	-8	2	-3	3	.
CCN(CC)CCNC(=O)c1ccc(Sc2ccc(C)cc2)c(NC(C)=O)c1	.	1	.	.	1	-2	-1
C[C@@H]1CCCCO[C@@H](CN(C)C(=O)c2ccccc2)[C@H](C)CN([C@@H](C)CO)C(=O)c2cc(NC(=O)Cc3ccccc3)ccc2O1	4	-2	0	.	-4[16.7 µM]	6	1
O=C(Cc1ccccc1)Nc1ncccc1Cl	.	3	1	.	3	.	-3
C[C@@H]1CCCCO[C@@H](CN(C)C(=O)C2CCCCC2)[C@H](C)CN([C@@H](C)CO)C(=O)c2cc(NS(=O)(=O)c3ccc(F)cc3)ccc2O1	25	1	5	.	-11[16.7 µM]	-4	-5
CCOC(=O)C(Cc1ccccc1)NC(=O)CCc1nnc2ccc(N3CCOCC3)nn12 (stereo unspecified)	0	3	-1	5	13	-2	-1
COc1ccc(O)c(CN2CCC(n3nccc3NC(=O)c3ccccc3Cl)CC2)c1	.	-11	-5	.	2	14	-1
CCn1cnc2c1c(=O)n(Cc1nnc3n1-c1ccccc1SC3)c(=O)n2Cc1ccccc1	-3	.	1	.	-4	2	.
CC(C)CC#Cc1ccc2c(c1)O[C@@H](CN(C)Cc1ccc3c(c1)OCO3)[C@@H](C)CN([C@H](C)CO)S2(=O)=O	-4	-7	20	13	-7[16.7 µM]	7	.
CO[C@H]1CN(C)C(=O)c2cc(NC(=O)c3cnccn3)ccc2OC[C@@H](C)NC[C@@H]1C	-1	-11	0	7	21[16.7 µM]	-7	-5

2 entries drawn at random from those above, as already listed:
SMILES	esBAF inh	ERp5 block	Cneo AK release	Statin myotox sup	miR-122 sensor	ARNT-TACC3 inh	SIRT5 block
CCCc1cc(C(=O)Nc2ccc(C(C)=O)cc2)no1	6	4	-9	4	.	-5	1
CO[C@H]1CN(C)C(=O)c2cc(NC(=O)c3cnccn3)ccc2OC[C@@H](C)NC[C@@H]1C	-1	-11	0	7	21[16.7 µM]	-7	-5

The list goes on.
SMILES	esBAF inh	ERp5 block	Cneo AK release	Statin myotox sup	miR-122 sensor	ARNT-TACC3 inh	SIRT5 block
CCOCCCN(C)C1CCN(C(=O)c2oc3ccccc3c2NC(=O)Cc2cccc([N+](=O)[O-])c2)CC1	-1	-9	2	-8	63	4	0
Cc1ccc(NC(=O)CN2CCC(NC(=O)c3ccccc3F)CC2)cc1C	-1	3	1	0	2	0	-1
CCNC(=S)Nc1ccc2c(c1)oc1ccccc12	63*	3	31	-18	-1	-2	-4
CCN(CC(=O)NCc1cccs1)C(=O)CCOc1ccccc1	0	-5	3	2	-5	0	-1
CCC(C)N(C(=O)CSc1nc(-c2ccccc2)cs1)C1CCS(=O)(=O)C1 (stereo unspecified)	10	.	1	.	-7	-4	.
CCNC(=O)[C@H]1[C@H](CO)[C@H]2Cn3c(ccc(-c4ccccc4)c3=O)[C@@H]1N2Cc1ccccc1	-3	4	3	-2	-4[16.7 µM]	-20	-16
CCC1Nc2ncnc(N3CCCCC3)c2N(Cc2ccccc2)C1=O (stereo unspecified)	0	6	0	3	-2	2	-1
OCCC1CN(Cc2cnc(N3CCCC3)s2)CCN1Cc1ccccc1 (stereo unspecified)	-3	1	-1	7	-2	-2	1
O=C(N[C@@H]1CC[C@@H](CCNS(=O)(=O)Cc2ccccc2)O[C@H]1CO)c1ccc2c(c1)OCO2	-2	-2	-2	6	.	-1	-2
COc1ccccc1NC(=O)Nc1ccc2c(c1)C(=O)N(C)C[C@H](OC)[C@H](C)CN(C)[C@H](C)CO2	-2	-5	.	-13	.	.	19*
CS/C(=N\N(C)C(N)=O)c1ccccc1	.	.	6	.	2	2	.
Cc1nn(C)c(C)c1S(=O)(=O)N1CCCC(C(=O)NC2CCCCC2)C1 (stereo unspecified)	-2	.	0	-2	-4	-3	.
CC1=C(C(N)=O)C(c2cccs2)n2ncnc2N1 (stereo unspecified)	-7	7	-4	2	-13	-2	-2
C[C@H]1CN([C@@H](C)CO)C(=O)c2cccc(NS(=O)(=O)c3ccc(Cl)cc3)c2O[C@H]1CN(C)Cc1ccc2c(c1)OCO2	1	-3	0	-8	11[16.7 µM]	-8	-4
O=C(Nc1ccccn1)C1CCN(S(=O)(=O)c2ccc3c(c2)OCCCO3)CC1	.	0	.	.	.	1	2
O=C(NCCCN1CCCC1=O)c1cc(-c2cccnc2)nc2ccc(Cl)cc12	.	-5	.	.	.	-3	1
CC(C)(CC(=O)O)CC(=O)Nc1ccccc1Oc1ccccc1	.	-2	.	.	.	-11	0

Part of the list above in order of molar mass, highest first:
SMILES	esBAF inh	ERp5 block	Cneo AK release	Statin myotox sup	miR-122 sensor	ARNT-TACC3 inh	SIRT5 block
C[C@@H]1CCCCO[C@@H](CN(C)C(=O)C2CCCCC2)[C@H](C)CN([C@@H](C)CO)C(=O)c2cc(NS(=O)(=O)c3ccc(F)cc3)ccc2O1	25	1	5	.	-11[16.7 µM]	-4	-5
C[C@@H]1CCCCO[C@@H](CN(C)C(=O)c2ccccc2)[C@H](C)CN([C@@H](C)CO)C(=O)c2cc(NC(=O)Cc3ccccc3)ccc2O1	4	-2	0	.	-4[16.7 µM]	6	1
CCOC(=O)C(Cc1ccccc1)NC(=O)CCc1nnc2ccc(N3CCOCC3)nn12 (stereo unspecified)	0	3	-1	5	13	-2	-1
CCCC(c1nnnn1Cc1ccc(OC)cc1)N1CCN(c2ccccc2OC)CC1 (stereo unspecified)	11	.	1	27	2	0	.
COc1ccc(CC2(CO)CCN(Cc3cnc(-c4ccccc4C)nc3)CC2)cc1	11	3	-2	10	1	2	-5
O=C(NCCCN1CCCC1=O)c1cc(-c2cccnc2)nc2ccc(Cl)cc12	.	-5	.	.	.	-3	1
COCC(=O)N1[C@H](C#N)[C@H](c2ccc(C#Cc3ccccc3F)cc2)[C@H]1CO	-58	5	83*	-3	.	-21	2
COc1ccc(NC(=O)CSc2nc(SC)ns2)c(OC)c1	?	3	1	1	-6	-2	-1
CC(C)(CC(=O)O)CC(=O)Nc1ccccc1Oc1ccccc1	.	-2	.	.	.	-11	0
COc1ccccc1CNC(=O)COC(=O)c1cccs1	5	-1	1	-2	-7	3	-1
CCCCNc1nnc(Cc2ccc(Cl)cc2)c(=O)[nH]1	-10	0	3	-8	-5	4	-5
COC1OC(CO)C(N=C(C)C)C1O (stereo unspecified)	-1	-1	-1	5	-3	-2	4
[O-][n+]1ccc(C2CC2)cc1	4	.	-1	6	7	-4	.

Screening data as filed in PubChem BioAssay.
